Source: PubChem
RXFP1 antag – antagonists of human relaxin receptor RXFP1; HEK293-RXFP1, relaxin-stimulated cAMP HTRF, 30 min; active compounds read low; activity change, negative = inhibition, % at 57.5 µM; 0.59% of 350,000 active; AID 1259400;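 active = activity change of -60% or lower, but not beyond a set lower limit; inconclusive = change between -60% and -40%, or beyond the set limit; inactive = change above -40%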; also: % is scaled to controls: 0 for no effect and ±100 for the full control effect
Target sequence (Q9HBX9 whole entry, looked up): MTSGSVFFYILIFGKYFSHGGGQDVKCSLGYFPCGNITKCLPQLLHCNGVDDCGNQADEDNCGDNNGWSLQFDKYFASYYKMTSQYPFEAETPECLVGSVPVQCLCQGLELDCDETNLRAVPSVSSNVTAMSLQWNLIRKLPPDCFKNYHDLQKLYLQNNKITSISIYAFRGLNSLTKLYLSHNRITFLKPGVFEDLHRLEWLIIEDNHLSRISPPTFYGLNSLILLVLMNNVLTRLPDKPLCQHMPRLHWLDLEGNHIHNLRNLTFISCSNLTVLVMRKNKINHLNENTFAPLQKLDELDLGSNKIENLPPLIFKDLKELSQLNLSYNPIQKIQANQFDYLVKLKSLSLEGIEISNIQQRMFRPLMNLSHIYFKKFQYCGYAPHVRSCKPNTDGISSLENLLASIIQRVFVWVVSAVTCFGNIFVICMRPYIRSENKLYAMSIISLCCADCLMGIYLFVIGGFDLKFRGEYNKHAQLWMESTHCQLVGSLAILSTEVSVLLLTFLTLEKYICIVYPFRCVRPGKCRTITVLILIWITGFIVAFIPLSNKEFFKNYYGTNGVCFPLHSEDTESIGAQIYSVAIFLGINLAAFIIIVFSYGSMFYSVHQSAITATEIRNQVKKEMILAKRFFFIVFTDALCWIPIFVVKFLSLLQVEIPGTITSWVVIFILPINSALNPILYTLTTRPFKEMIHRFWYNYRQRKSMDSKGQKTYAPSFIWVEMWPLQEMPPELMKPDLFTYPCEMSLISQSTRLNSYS
D2 PAM – positive allosteric modulators of human D2 dopamine receptor; 0.34% of 340,000 active; potentiation, % at 10 µM; AID 485347; P14416; HEK293 T-REx D2, calcium flux, EC20 dopamine potentiation;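 active = potentiation over 3 SD above the plate norm, cut at about 30% in these data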; also: 0% is about no effect
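Tetracycline-induced HEK293 T-REx cells force-coupled to calcium signalling expressed D2; compounds were pin-added after a 10 s baseline, read kinetically 180 s, then an EC20 dopamine challenge followed with a further 180 s calcium read.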
RXFP1 ag – activates the human relaxin receptor RXFP1; Q9HBX9; HEK293T-RXFP1 cAMP TR-FRET, 30 min; response scale: percent of porcine relaxin response, buffer zero; Potency, µM (highest dose often 57.5 µM), for inactives: at the top dose activation, actives largely listed as activators; 0.3% of 370,000 active; also: potency is read from the fitted curve at half-maximal effect; % is scaled to controls: 0 for no effect and ±100 for the full control effect; nearly all actives have a fitted effect of over 60% in size; many of its hits are not listed in these tables
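HEK293 cells stably expressing RXFP1, treated 30 min at 37C with compounds plus PDE4 inhibitor Ro 20174; cAMP measured by HTRF TR-FRET. Normalized to buffer and 29 nM porcine relaxin; EC50 by Hill fit.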
Vif-APOBEC3F blk – Vif-A3F binding inhibition | HeLa A3F-eYFP + Vif (tagged APOBEC3F with the HIV-1 protein that degrades it), YFP fluorescence increase | Potency, µM (titrated, usually from 46.1 µM), inactives show top-dose activity, negative = active | 0.2% of 390,000 active | AID 602313; also: potency is read from the fitted curve at half-maximal effect; % of control where 0% means no effect; nearly all actives have a fitted effect of over 65% in size
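Fluorescence increase (Ex 488/Em 500-530) after overnight compound treatment at 37 deg C flags inhibition of Vif-driven A3F-eYFP loss in stable HeLa A3F-eYFP/Vif cells seeded overnight beforehand.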
Vif-APOBEC3G blk – Vif-A3G binding inhibition; Potency, µM (top dose mostly 46.1 µM), for inactives: at the highest dose activity, negative = active, most hits filed as inhibitors; HeLa A3G-eYFP + Vif (tagged APOBEC3G with the HIV-1 protein that degrades it), YFP fluorescence, overnight; Q9HC16; 0.076% of 410,000 active;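 also: potency is read from the fitted curve at half-maximal effect; % is scaled to controls: 0 for no effect and ±100 for the full control effect; nearly all actives have a fitted effect of over 60% in size; hits raise eYFP signal because A3G escapes Vif-driven loss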
Target sequence (Q9HC16 whole entry, looked up): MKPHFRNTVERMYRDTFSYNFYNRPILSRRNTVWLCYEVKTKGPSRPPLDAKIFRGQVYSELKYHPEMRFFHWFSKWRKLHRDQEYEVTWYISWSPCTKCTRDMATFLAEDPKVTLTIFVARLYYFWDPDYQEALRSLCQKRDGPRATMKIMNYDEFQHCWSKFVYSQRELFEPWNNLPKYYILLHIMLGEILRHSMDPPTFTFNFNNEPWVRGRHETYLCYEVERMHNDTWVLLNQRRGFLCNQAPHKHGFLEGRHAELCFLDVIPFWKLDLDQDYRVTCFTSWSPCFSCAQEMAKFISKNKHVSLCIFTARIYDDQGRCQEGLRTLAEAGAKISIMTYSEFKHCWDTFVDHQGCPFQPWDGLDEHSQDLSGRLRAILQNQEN
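Read-out is eYFP fluorescence (Ex 488/Em 500-530) from Vif-expressing HeLa A3G-eYFP cells; more signal means A3G escaped Vif-mediated degradation. Cells plated overnight, compound pinned in, incubated overnight at 37 deg C.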
D1 ag – human D1 receptor agonism; P21728; HEK293 T-REx D1 cells, calcium flux, agonist mode; activation, % at 2 µM; 1% of 360,000 active; in the data active = activation above about 30%; also: 0% is about no effect
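Agonism was scored from calcium flux recorded over 180 s (1 read/s) after pintool compound addition, following a 10-cycle baseline. Cells were inducible force-coupled HEK293 TREx D1, plated overnight at 30 C and loaded with no-wash calcium dye.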
GRP78 ERSR act – ER stress response induction in glioma; U87-MG GRP78 promoter luciferase reporter, 16 h; Potency, µM, inactives show at the highest dose activation, usual class: activators; 0.02% of 420,000 active; also: potency is read from the fitted curve at half-maximal effect; series mostly up to about 76 µM; % of control where 0% means no effect; nearly all actives have a fitted effect of over 35% in size
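ERSR induction read as luciferase luminescence (Bright-Glo, 10 min at room temperature) in stably transfected human U87-MG glioma cells exposed to compounds for 16 h, using GRP78 as sensor.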
D1 antag – antagonists of human D1 dopamine receptor; 3.2% of 360,000 active; P21728; activity change, negative = inhibition, % at 10 µM; HEK293 TREx D1 cells, calcium flux, dopamine EC80; active compounds read low; in the data active = activity change below about -30%; also: % is scaled to controls: 0 for no effect and ±100 for the full control effect
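Cells carrying a force-coupled, tetracycline-inducible human D1 receptor report calcium flux. Each well gets a 10 s baseline, compound with 180 s monitoring, then an EC80 dopamine stimulus with a second 180 s kinetic read.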
D1 PAM – human D1 dopamine receptor positive modulation; 0.036% of 360,000 active; potentiation, % at 10 µM; AID 504651; HEK293 TREx D1 cells, calcium flux, dopamine EC20 potentiation; in the data active = potentiation above about 30%; also: 0% is about no effect
The depositor's hits bear a star; ? = inconclusive; / = no result given. Unless noted, calls follow the shape of the dose curve; as a rule, active = well fitted curve in the direction sought with a large enough effect; inconclusive = small, poorly fitted or top-dose-only effect, or another doubt; inactive = no such curve, though single readings can be large; an effect the other way counts as inactive or inconclusive. Some of the compounds tested. The share of hits here may be higher or lower than overall.

(1) COc1ccc(N/C=C2\C(=O)CCc3c2oc2cc(Cl)c(O)c(Cl)c32)cc1
(2) CN1CCN(CCCNC(=O)Cn2c(-c3cccs3)cc3ccccc32)CC1
(3) NS(=O)(=O)c1ccc(NC(=O)N[C@@H](Cc2ccccc2)C(=O)O)cc1
(4) CCc1ccc(-n2c(=O)c3sc4ccccc4c3n(CC(=O)NCc3ccccc3)c2=O)cc1
(5) CSc1ccccc1NC(=O)c1ccc(CN2CCOCC2)cc1
(6) Cc1ccccc1CN1c2ccccc2-c2nc(SCC(=O)c3ccccc3)ncc2S1(=O)=O
(7) Cc1ccc(-c2nn(CC(=O)NC(C)c3ccccc3)c(=O)c3ccccc23)cc1 (stereo not drawn)
(8) CCOc1ccc(NC(=O)Cn2nnc(C(=O)NCc3ccco3)c2N)cc1
(9) Cc1cc(C)cc(NC(=S)N(Cc2ccc(Cl)cc2)Cc2ccc(C(=O)O)cc2)c1
(10) Cc1ccc(-c2ccc(/C=N/N3C(=O)C4C5C=CC(C6CC56)C4C3=O)o2)c([N+](=O)[O-])c1 (stereo not drawn)
Screen / compound no. | 1 | 2 | 3 | 4 | 5 | 6 | 7 | 8 | 9 | 10
D1 ag | 9 | 0 | 1 | 0 | 3 | 2 | 2 | 1 | 1 | 0
GRP78 ERSR act | -2% | 1% | -4% | -2% | -3% | -2% | -7% | -3% | ? | 6%
D1 PAM | -2 | 3 | 3 | -3 | 12 | 2 | -4 | 1 | -2 | 0
D2 PAM | -5 | 1 | 1 | -3 | -4 | -5 | -5 | 4 | 2 | -15
RXFP1 ag | 1.0% | -1.3% | 1.0% | 12% | 2.9% | -0.1% | 6.3% | 3.3% | 0.1% | 0.6%
D1 antag | 8 | 0 | -9 | 5 | 0 | -38* | -7 | -7 | 0 | -7
Vif-APOBEC3G blk | 3% | 0% | -1% | 4% | -1% | 0% | -1% | -1% | 0% | -10%
RXFP1 antag | 9 | -3 | 6 | / | 11 | -16 | -2 | 27 | -40 | -7
Vif-APOBEC3F blk | ? | 2% | -11% | -7% | -1% | -3% | 1% | -6% | 0% | 9%

(11) O=C1c2ccccc2C(=O)C1(CO)c1ccccc1
(12) CCc1ccc(OCC(=O)Nc2ccc(S(=O)(=O)N3CCOCC3)cc2)cc1
(13) Cc1cc(C(=O)OCC(=O)NCCc2ccc(S(N)(=O)=O)cc2)c2ccccc2n1
(14) CCOc1ccccc1CNC(=O)CCc1c(C)nn(-c2ccc(N3CCOCC3)nn2)c1C
(15) CC1CCN(S(=O)(=O)c2ccc3c(c2)CCN3)CC1
(16) O=C1S/C(=C\c2cccs2)C(=O)N1c1ccc(O)cc1
(17) COc1ccc(C(=O)C2CCCN(C(=O)c3ccc(OC)o3)C2)c(C)c1 (stereo not drawn)
(18) Cc1ccc(C)c(OCC(=O)NNC(=O)CSC(=S)N2CCCC2)c1
(19) CCn1cc(C(=O)N2CCCc3ccccc32)c2cc(OC)c(OC)cc2c1=O
(20) O=C(COC(=O)CCC(=O)c1ccc(F)cc1)NCc1ccc(Cl)cc1
Screen / compound no. | 11 | 12 | 13 | 14 | 15 | 16 | 17 | 18 | 19 | 20
D1 ag | -1 | 44* | 4 | 1 | -3 | 4 | / | 13 | 4 | /
GRP78 ERSR act | 3% | -1% | -2% | 0% | 2% | 3% | -4% | 1% | -1% | -1%
D1 PAM | 3 | -1 | -1 | 2 | -2 | -2 | / | 0 | -2 | /
D2 PAM | 1 | -7 | 0 | 8 | -10 | -4 | / | 9 | 1 | /
RXFP1 ag | -1.3% | 2.1% | 1.6% | 2.6% | -1.1% | 0.5% | / | 1.3% | 4.1% | /
D1 antag | 32 | -1 | 16 | 3 | -13 | -5 | / | -7 | 9 | /
Vif-APOBEC3G blk | 0% | 1% | -1% | 1% | 9% | 1% | 3% | 2% | 1% | -1%
RXFP1 antag | 3 | -15 | 4 | / | 7 | 9 | -17 | 5 | -12 | -12
Vif-APOBEC3F blk | -6% | 7% | -18% | -247% | -5% | -9% | -19% | -3% | -12% | -9%

(21) COc1ccc(C2=Nn3c(nnc3-c3ccncc3)SC2)cc1
(22) COc1cc(C(=O)N2CCC(c3ccncc3)CC2)cc(OC)c1OC
(23) COC(CNS(=O)(=O)c1ccc(S(=O)(=O)N2CCCC2)cc1)OC
(24) CCOc1ccc(C(=O)Nc2ccc(NC(=O)c3ccccc3)c(C)c2)cc1[N+](=O)[O-]
(25) O=C1CC(N2CCN(c3ccc(F)cc3)CC2)C(=O)N1Cc1cccs1 (stereo not drawn)
(26) Cc1cc(NC(=O)COC(=O)CSc2nc3cc(Cl)ccc3n2Cc2ccccc2)no1
(27) CCn1c(=N)c(C(=O)NC)cc2c(=O)n3cccc(C)c3nc21
(28) Cn1cc(/C=C(\NC(=O)c2ccccc2Cl)C(=O)NCCCn2ccnc2)c2ccccc21
(29) COc1ccc(O)c(-c2nc(N)nc(N)n2)c1
(30) CN(CC(=O)Nc1ccc(N2CCOCC2)cc1)C(=O)c1cccc(Cl)c1Cl
Screen / compound no. | 21 | 22 | 23 | 24 | 25 | 26 | 27 | 28 | 29 | 30
D1 ag | 0 | 2 | 0 | 3 | 5 | 2 | -1 | 5 | 3 | 3
GRP78 ERSR act | -4% | -1% | 2% | -3% | -2% | -1% | -10% | 2% | -4% | 2%
D1 PAM | 1 | -4 | 0 | -1 | -8 | -3 | -6 | -1 | -2 | -9
D2 PAM | 4 | -10 | -5 | 18 | 1 | 21 | -9 | -2 | 14 | -2
RXFP1 ag | 0.5% | 2.1% | -1.2% | -0.2% | -1.2% | 2.4% | 26% | -1.6% | 4.3% | 0.8%
D1 antag | 1 | -24 | 1 | 2 | -6 | -5 | -11 | 9 | / | -36*
Vif-APOBEC3G blk | 3% | 1% | 1% | 0% | -1% | 0% | -4% | 2% | 0% | 0%
RXFP1 antag | 2 | 4 | 12 | -2 | -6 | 2 | 5 | 12 | / | -21
Vif-APOBEC3F blk | 0% | -2% | 3% | 6% | 2% | 1% | -3% | 14% | 14% | -5%

(31) CC(C)CCNC1=NCCCCC1
(32) CN1CCN(c2ccc(S(=O)(=O)N3CCCCC3)cc2NC(=O)COc2cccc(Cl)c2)CC1
(33) O=C(CCC(=O)c1cccs1)NCc1cccc(C(F)(F)F)c1
(34) Cc1cc(C)c(Cn2cnc3nc4c(cc3c2=O)CCCC4)c(C)c1
(35) COC(=O)c1ccc(NC(=S)N2CCN(Cc3ccc(Cl)cc3)CC2)cc1
(36) Cc1cc([N+](=O)[O-])ccc1N=Nc1c(N)[nH]n(-c2ccccc2)c1=O
(37) O=C(NC(C(=O)N/N=C/c1ccccn1)c1n[nH]c(=O)c2ccccc12)c1ccccc1 (stereo not drawn)
(38) CCOC(=O)c1ccc2nc(NC(=O)C(C)C)sc2c1
(39) CCc1ccc(CSc2nc(-c3ccccc3F)nc3c2Cc2c(CO)cnc(C)c2O3)cc1
(40) CC(C)CCNC(=S)Nc1ccc(F)cc1
Screen / compound no. | 31 | 32 | 33 | 34 | 35 | 36 | 37 | 38 | 39 | 40
D1 ag | 1 | 6 | 4 | 4 | 6 | 1 | 6 | 5 | 2 | /
GRP78 ERSR act | -4% | -2% | -1% | -4% | 2% | 5% | 1% | -4% | -2% | 1%
D1 PAM | -9 | -2 | 2 | 0 | -2 | -8 | 3 | -1 | -2 | /
D2 PAM | -2 | -3 | 13 | -11 | -3 | -1 | -6 | -9 | 0 | /
RXFP1 ag | 3.0% | 0.0% | 2.7% | 2.8% | -1.1% | -1.2% | 4.0% | 0.2% | 19% | /
D1 antag | -2 | -1 | 4 | -10 | -2 | -12 | -8 | -7 | -4 | /
Vif-APOBEC3G blk | -2% | 3% | -4% | -10% | 3% | -7% | 3% | -6% | -4% | 1%
RXFP1 antag | 10 | -5 | -2 | -30 | -19 | -15 | -9 | / | -14 | 4
Vif-APOBEC3F blk | -2% | 4% | -9% | 6% | -13% | 6% | 0% | -1% | 0% | 2%

(41) O=C1CCC(=O)N1CC1CC2CCC1C2 (stereo not drawn)
(42) COc1cc(C#N)ccc1OC(=O)Cc1cc(OC)c(OC)c(OC)c1
(43) COc1cccc(/C=N/NC(=O)CCc2c(C)n[nH]c2C)c1
(44) COc1ccc(C(=O)NNC(=O)c2cc3ccccc3cc2O)cc1
(45) Cc1cccc(C(=O)Nc2cc(S(=O)(=O)N3CCOCC3)ccc2N2CCCCC2)c1
(46) COc1ccc(Nc2nc(-c3ccc(OC)cc3)cs2)cc1
(47) CCOC(=O)c1ccc(OCc2c(C)noc2C)cc1
(48) CCCCn1cnc2c(SCc3cccc(F)c3)nc(N)nc21
(49) Cc1ccc2nc(N3CCOCC3)c3nncn3c2c1
(50) C=CCNC(=O)c1ccc2nc(-c3ccccc3)c(-c3ccccc3)nc2c1
Screen / compound no. | 41 | 42 | 43 | 44 | 45 | 46 | 47 | 48 | 49 | 50
D1 ag | 3 | 4 | 0 | / | 3 | 0 | 1 | / | -2 | 4
GRP78 ERSR act | -5% | 1% | -5% | 3% | -4% | -1% | 3% | 4% | -2% | 2%
D1 PAM | -1 | 10 | 7 | / | 6 | -8 | 6 | / | -1 | -5
D2 PAM | 12 | -1 | 9 | / | 10 | 0 | 10 | / | -5 | 4
RXFP1 ag | 4.3% | -0.6% | -1.0% | / | 0.5% | 0.4% | -0.3% | / | 7.0% | -0.1%
D1 antag | 4 | 4 | -6 | / | 6 | -10 | 6 | / | -5 | 0
Vif-APOBEC3G blk | -2% | -5% | -4% | -6% | 1% | 3% | -1% | 2% | -3% | 0%
RXFP1 antag | 3 | -7 | -3 | 5 | -5 | 0 | 0 | -3 | / | 3
Vif-APOBEC3F blk | 0% | 2% | / | 3% | 1% | 4% | 2% | 4% | -4% | 2%

(51) CC(C)Sc1nc2ccsc2c(=O)[nH]1
(52) O=C(C1CCCN1C(=O)c1cccs1)N1CCc2ccccc21 (stereo not drawn)
(53) C=CCNC(=S)N/N=C/c1ccc(-c2ccc(Br)cc2)o1
(54) Cc1ccc(C)c(S(=O)(=O)N2CC(=O)Nc3ccccc32)c1
Screen / compound no. | 51 | 52 | 53 | 54
D1 ag | 1 | 3 | 1 | 6
GRP78 ERSR act | -3% | 4% | -2% | -3%
D1 PAM | -4 | -5 | -4 | -5
D2 PAM | -1 | 4 | 4 | 14
RXFP1 ag | 1.1% | -3.3% | 1.8% | -0.7%
D1 antag | 7 | -10 | 14 | -34*
Vif-APOBEC3G blk | -1% | -2% | -5% | -11%
RXFP1 antag | 4 | 6 | -2 | 0
Vif-APOBEC3F blk | -5% | / | -16% | -12%
